# CAL PDZ FP-1 – blocks peptide binding to human CAL PDZ domain | inhibition, % at 20 µM | Q9HD26 | purified CAL PDZ, TMR-peptide fluorescence polarization, 1 h | AID 504414 | actives 0.02% (n = 330,000);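 active = highest replicate inhibition of at least 40%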;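 also: plate controls were DMSO neutral control wells for no effect and unlabeled competitor peptide control wells for full effect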
#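 Control set: unlabelled peptide and DMSO controls / Material: purified CerCALP PDZ construct / Timing: 1 h incubation at room temperature before polarization reading / Doses: 20 µM, one dose / Detection: fluorescence polarization (mP)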
# cardiac RTF act – cardiac RTF calcium sensitization; activation, % at 7.2 µM; IANBD-labeled TnC RTF fluorescence at EC20 calcium; 0% EC20 calcium, 100% full calcium; actives 0.24% (n = 340,000); P19429+P45379;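 active = activation above the mean over all tested compounds plus 3 SD, cut at about 30% in these data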;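 also: rise in fluorescence read as greater calcium sensitivity of cardiac thin filaments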
# Tat transport – E. coli Tat transport inhibition. E. coli MC4100 TorA-mCherry Tat export, fluorescence. inhibition, % at 10 µM. actives 0.036% (n = 340,000). AID 488895;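 active = mean replicate inhibition at least 50% and at least half of replicates individually reaching 50%; inconclusive = only one of the two criteria met; inactive = neither criterion met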;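 also: exported cargo escapes ClpAP degradation while cytoplasmic cargo is degraded and loses fluorescence; 0% = median of neutral control wells and 100% = median of NaSCN control wells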
# CAL PDZ FP-2 – inhibitors of human CAL PDZ peptide binding. actives 0.92% (n = 300,000). Q9HD26. purified CAL PDZ, TMR-peptide fluorescence polarization, 1 h. AID 602252. inhibition, % at 24.9 µM;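 active = mean inhibition of at least 30% with at least half of replicates also reaching 30%; inconclusive = no clear call, values can overlap the other calls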;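 also: 0% = DMSO neutral control and 100% = excess unlabeled competitor peptide PRC23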
# Rtt109 Vps75 – inhibitors of Candida albicans Rtt109/Vps75 histone acetyltransferase. Q5AAJ8. purified Rtt109/Vps75, ThioGlo CoA-SH fluorescence, 4 h. inhibition, % at 34.9 µM. actives 0.16% (n = 330,000). AID 540336;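 active = inhibition of at least 50% in every replicate; inconclusive = best replicate reaches 50% inhibition but some replicates fall short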
# CDK5 inh – blocks human CDK5/p35 kinase activity; Q00535+Q15078; Recombinant CDK5/p35, ADP-Glo luminescence, 60 min; inhibition, % at 10 µM; actives 0.01% (n = 330,000);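 active = highest replicate inhibition of at least 50% and at least 75% of replicates reaching 50%; inconclusive = only one of the two criteria met; inactive = both criteria failed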;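 also: plate controls were DMSO neutral control for no effect and GW8510 at 10 µM for full effect; many of its hits are not listed in these tables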
# Target sequence (Q00535 whole entry, looked up): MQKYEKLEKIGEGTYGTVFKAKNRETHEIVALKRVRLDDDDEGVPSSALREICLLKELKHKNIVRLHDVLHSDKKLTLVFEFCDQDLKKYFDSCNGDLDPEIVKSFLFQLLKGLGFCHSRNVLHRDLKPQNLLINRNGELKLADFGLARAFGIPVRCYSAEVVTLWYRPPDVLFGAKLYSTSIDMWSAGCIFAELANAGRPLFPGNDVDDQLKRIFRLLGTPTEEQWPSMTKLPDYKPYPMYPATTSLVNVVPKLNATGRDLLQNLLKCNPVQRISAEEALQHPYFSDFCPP
# Target sequence (Q15078 whole entry, looked up): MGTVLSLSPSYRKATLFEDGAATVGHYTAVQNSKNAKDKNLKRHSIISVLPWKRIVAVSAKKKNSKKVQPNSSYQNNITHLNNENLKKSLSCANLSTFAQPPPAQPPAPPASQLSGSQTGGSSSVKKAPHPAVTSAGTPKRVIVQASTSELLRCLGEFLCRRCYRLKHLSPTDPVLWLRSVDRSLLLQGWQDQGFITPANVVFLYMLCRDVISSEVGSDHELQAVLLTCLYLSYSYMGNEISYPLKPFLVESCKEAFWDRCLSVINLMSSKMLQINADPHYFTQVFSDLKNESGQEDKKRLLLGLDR
# Wnt bcat act – Wnt/beta-catenin pathway activation; Wnt/beta-catenin reporter cell assay, activator, plate reader; activation, % at 9.35 µM; actives 1.2% (n = 300,000); AID 743398; in the data active = activation above about 30%, passing the limit was not always enough; inconclusive = no clear call, values can overlap the other calls;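 also: 0% = neutral control wells and 100% = positive control wells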
# MITF act – MITF TRPM1 promoter activation in melanoma cells; actives 0.75% (n = 300,000); SK-MEL-5 TRPM1-promoter luciferase, 24 h; % of positive control, neutral wells = 0; activation, % at 12.5 µM;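 active = mean activation of at least 80% with every replicate also reaching 80%; inconclusive = mean reaches 80% but some replicate falls short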;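 also: 0% = neutral control wells and 100% = parthenolide positive control wells; values of inactives mirror those of a sister screen read the other way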
# dFosB act – activators of mouse delta FosB homodimer; P13346; activation, % at 25 µM; purified delta FosB, TAMRA-CDK5 oligo fluorescence polarization; percent of positive-control signal above neutral wells; actives 0.99% (n = 340,000);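 active = mean activation above about 17%, with every replicate also reaching it, limit read from the data, passing the limit was not always enough; inconclusive = only one of the two conditions met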;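 also: fluorescence polarization rise as delta FosB binds a TAMRA Cdk5 AP-1 oligo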
# Target sequence (P13346 whole entry, looked up): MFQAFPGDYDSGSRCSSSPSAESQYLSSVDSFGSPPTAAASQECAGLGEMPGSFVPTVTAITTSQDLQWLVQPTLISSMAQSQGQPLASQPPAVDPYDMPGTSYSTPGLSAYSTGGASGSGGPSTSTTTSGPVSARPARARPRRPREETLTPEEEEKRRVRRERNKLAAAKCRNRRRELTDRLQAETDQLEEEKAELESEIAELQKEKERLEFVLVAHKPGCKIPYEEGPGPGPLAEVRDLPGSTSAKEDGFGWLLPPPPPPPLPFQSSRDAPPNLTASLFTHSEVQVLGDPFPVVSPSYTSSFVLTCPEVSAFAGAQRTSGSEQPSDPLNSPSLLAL
# V-ATPase pH – yeast V-ATPase proton transport regulation by pHLuorin; actives 0.37% (n = 350,000); response, % at 10 µM; S. cerevisiae, pHLuorin cytosolic pH fluorescence; in the data active = response mostly above about 7.3%, no sharp cut-off; inactive = mostly below about 5.4%; also: actives read high; inactives centre near 0; some compounds called inactive have numbers as strong as hits
# * marks the source's active call; other numbers are inactive results; u = inconclusive; x = no result given.
Compound	CAL PDZ FP-1	cardiac RTF act	Tat transport	CAL PDZ FP-2	Rtt109 Vps75	CDK5 inh	Wnt bcat act	MITF act	dFosB act	V-ATPase pH
CCc1ccccc1NC(=S)N(Cc1cccs1)C1CCCC1	-0.9	2.7	-2.4	1.1	-4.9	-1.3	-0.1	-12.8	-5.6	4.6
CN(Cc1cn(Cc2ccccc2)nc1-c1ccc2c(c1)OCO2)Cc1nccn1C	-0.1	1.2	-5.7	x	8.3	-2.2	0.1	-4.3	-4.5	-2.1
CC1CCN(C(=O)C2CCN(S(=O)(=O)c3cccc4nsnc34)CC2)CC1	-3.5	0.5	0.3	-3.5	-4.9	-0.3	-1.2	5.0	-11.1	1.4
CC(C)OCCCNC(=O)C1CCC(CNS(=O)(=O)c2ccc(Cl)cc2)CC1 (stereo unspecified)	0.8	-5.2	3.2	-2.3	6.9	0.4	-3.3	7.2	-10.9	-1.9
CCOc1ccc(C(=S)NC2CCCCC2)cc1OCC	x	0.1	-0.1	-2.4	-12.2	1.1	0.9	10.1	-5.7	0.0
Cc1ccc(/C([O-])=C(/C(=S)NCCN2CCOCC2)[n+]2ccccc2)cc1[N+](=O)[O-]	1.6	2.0	14.4	-5.4	11.0	1.5	2.1	-7.0	-6.5	-8.5
Cc1cc(/C=N/Nc2ccc([N+](=O)[O-])cn2)c(C)n1-c1ccccc1	0.4	0.6	-2.9	-1.0	-15.0	0.4	x	63.5	22.1*	2.4
CCN(C(=O)COc1cc(OC)ccc1C(C)=O)C1CCS(=O)(=O)C1 (stereo unspecified)	-2.0	-0.3	4.2	-2.8	-5.7	-10.6	5.6	-3.1	4.1	-1.2
COCC1CCN(C(=O)c2oc3c(F)cccc3c2C)C1 (stereo unspecified)	-1.1	2.6	-5.3	-3.6	2.5	-0.4	4.9	x	-2.7	-0.6
CCC(=O)Nc1ccc(C(=O)Nc2c[nH]c(=O)[nH]c2=O)cc1	-0.9	-4.2	-2.5	5.6	1.0	-2.3	-1.5	5.9	-4.9	-2.8
O=C(CSc1nccn1-c1ccc(Cl)cc1)Nc1ccc2c(c1)OCO2	-4.4	-1.3	1.2	17.8	-19.5	-0.3	x	-4.6	-8.2	-0.1
CCC1(c2ccccc2)NC(=O)N(C)C1=O (stereo unspecified)	0.1	2.3	-4.3	-3.2	-1.2	1.0	0.9	-13.6	1.7	2.0
Cc1ccc(S(=O)(=O)Nc2ccccc2C(=O)Nc2nc(-c3ccc(F)cc3)cs2)cc1	-1.4	-11.0	4.5	-2.5	-1.2	-2.0	-8.8	-43.4	-5.8	-6.2
COc1cc(C(=O)N2CCCCC2)ccc1OCC(=O)Nc1ccc(F)cc1	-1.0	-1.8	-9.7	-8.0	2.0	-0.5	2.4	5.6	-6.5	5.5
Cc1ccc(/C=N/NC(=O)C(C)NC(=O)c2ccccc2)cc1 (stereo unspecified)	x	2.5	25.1	-4.6	-5.1	6.1	-10.8	3.1	-0.8	1.9
O=C(O)c1cc(N2C(=O)CCC2=O)ccc1Cl	1.4	-3.7	-0.3	0.4	1.8	0.8	-0.2	-10.4	-3.5	4.9
CC(C)c1ccc2[nH]c(O)c(N=NC(=O)c3cccc(S(=O)(=O)Nc4ccc(Cl)cc4)c3)c2c1	0.3	-0.9	-7.4	3.7	9.1	0.0	-12.6	3.7	1.3	-3.0
O=C(CN1CCC(c2nc3ccccc3s2)CC1)NCc1cccs1	-1.5	0.9	u	-2.7	1.1	-0.3	x	3.1	4.9	-5.7
O=C(C1=C(O)C(=O)N(CCN2CCOCC2)C1c1cccnc1)c1cc2ccccc2o1 (stereo unspecified)	-2.3	-3.6	-5.6	x	10.8	0.9	x	-1.7	-6.3	2.9
Cc1ccc2nc(C(F)OC(F)(F)F)[nH]c2c1 (stereo unspecified)	-0.8	-1.7	-16.9	x	-5.0	2.6	x	1.9	1.2	-1.4
C#CCOCCOCCOCCNc1nc(N2CCN(C(=O)CCCCCCCCCCNC(=O)Cn3cc(CCCCCN)nn3)CC2)nc(N2CCN(C(=O)CCCCCCCCCCNC(=O)[C@H]([C@@H](C)CC)n3cc(CCCCN=C(N)N)nn3)CC2)n1	0.0	-6.7	2.6	-8.5	u	4.3	x	-73.7	-213.2	-9.2
CCC(=O)N1CCc2cc(Br)cc(S(=O)(=O)NCCN3CCCCC3C)c21 (stereo unspecified)	-2.6	-1.5	4.9	-0.5	-5.2	0.3	x	2.1	-3.1	-4.0
O=C(NCc1cccnc1)c1cccc(S(=O)(=O)N2CCOCC2)c1	-0.9	3.0	-13.5	10.8	-2.3	-1.0	-1.9	x	-7.9	15.3*
CN(C)CCNC(=S)Nc1ccccc1Cl	-0.6	-1.7	-1.0	x	-6.4	1.1	-3.3	4.6	-0.5	6.0
O=C(Nc1ccccc1Cl)c1ccc(Cl)cc1Cl	0.2	3.3	3.9	-1.8	6.6	1.5	7.6	30.8	-6.0	-0.1
COc1ccc(CN2C(=O)[C@@H]3Cc4c([nH]c5ccccc45)C(C)(C)N3C2=O)cc1	0.3	1.1	4.7	-5.4	5.8	-2.4	0.1	0.8	-4.4	3.6
O=C(CCCCn1c(=O)[nH]c2ccccc2c1=O)N1CCN(c2ncccn2)CC1	0.4	-3.3	-10.6	x	-7.2	-2.4	-2.1	x	-7.6	0.6
CCOc1ccc(OCCCCOc2ccccc2C(C)=O)cc1	-2.1	2.8	1.3	-1.5	1.1	0.0	x	1.5	-5.9	-0.8
O=C(NCCn1cc(SCc2ccc(F)cc2)c2ccccc21)c1ccccc1F	-0.6	-5.8	2.9	1.6	1.1	-0.7	x	x	-12.5	-2.4
CCOC(=O)N1CCN(C(=O)CN(c2ccc(Cl)c(C(F)(F)F)c2)S(C)(=O)=O)CC1	-4.2	4.3	4.7	-2.5	-3.3	0.4	1.3	x	-10.3	-2.2

# Entries above marked active in dFosB act.
SMILES	CAL PDZ FP-1	Tat transport	CAL PDZ FP-2	Rtt109 Vps75	CDK5 inh	Wnt bcat act	MITF act	dFosB act	V-ATPase pH
Cc1cc(/C=N/Nc2ccc([N+](=O)[O-])cn2)c(C)n1-c1ccccc1	0.4	-2.9	-1.0	-15.0	0.4	x	63.5	22.1*	2.4

# Continuation:
Compound	CAL PDZ FP-1	cardiac RTF act	Tat transport	CAL PDZ FP-2	Rtt109 Vps75	CDK5 inh	Wnt bcat act	MITF act	dFosB act	V-ATPase pH
CCOCCCNCc1ccc(OCc2ccc(F)cc2)c(OC)c1	0.2	13.5	6.5	-0.8	-1.1	-0.1	-0.6	16.2	-17.3	3.1
O=C(CSc1nnnn1C1CCCC1)NCc1ccccc1	-2.0	3.2	1.1	6.4	5.8	1.8	-1.0	10.1	-3.7	-1.4
Cc1nn(-c2ccccc2)c(C)c1/C=N/n1c(-c2ccc(C(C)(C)C)cc2)n[nH]c1=S	0.3	-5.3	-5.2	-1.3	-5.8	0.1	x	6.5	-20.5	-0.6
CCS(=O)(=O)c1ncc(Cl)c(C(=O)Nc2ccc(S(=O)(=O)N(C)c3ccccc3)cc2)n1	-1.5	-6.0	-12.3	-1.8	11.6	-1.9	-15.9	-97.4	-3.5	-4.8
COCCCNC(=O)CC(NS(=O)(=O)c1ccc(C)cc1)c1ccco1 (stereo unspecified)	0.8	0.6	-0.5	8.0	4.3	-0.5	x	8.0	-5.6	-2.9
Fc1ccc(-c2cn(-c3ccccc3)c3[n+]2CCS3)cc1	-0.3	-4.6	0.3	9.1	-10.9	0.0	3.9	-19.6	-1.3	1.7
CC(=O)c1ccc(OCCCC(=O)NCc2nnc3ccccn23)cc1	-0.9	2.0	-8.2	x	1.3	1.0	-2.3	14.1	0.9	-1.0
COc1ccc(-c2cc(CCC(=O)N3CCN(c4cc(C)ccc4C)CC3)on2)cc1	1.0	-3.3	13.8	-4.3	5.5	-0.1	-1.7	8.9	-6.7	2.0
CCOc1ccc(/C=N/Nc2cc(N3CCOCC3)nc(C)n2)c(O)c1	-0.6	1.2	6.1	7.7	9.3	0.5	1.8	-3.5	-9.8	1.6
O=C(CSCc1ccc(Cl)cc1Cl)Nc1c[nH]c(=O)[nH]c1=O	-2.6	1.6	4.4	-4.0	-8.0	-3.2	-0.8	1.7	-2.1	4.4
CCOC(=O)C1=C(c2ccccc2)NC(=O)NC1c1ccc(OC)c(OC)c1 (stereo unspecified)	0.1	5.0	5.1	-4.9	0.3	0.1	-0.8	-3.7	-15.2	-0.8
CCCC(=O)c1c(NCCO)cc(C)oc1=O	-4.2	-6.3	0.6	0.7	x	-0.1	-1.6	-8.9	1.6	-5.1
Cc1ccc(OCc2nc(C#N)c(NCCCn3ccnc3)o2)cc1	-1.5	5.2	0.0	-4.0	x	1.0	-7.1	-6.1	-1.4	3.5
Cc1ccc(C)c(OC(=O)c2ccncc2)c1	-1.1	0.1	5.1	1.6	3.6	0.9	-2.5	-0.7	5.2	-2.9
CCCc1nn(C)c(C(=O)Nc2cccc3ccccc23)c1Cl	-2.2	8.2	2.6	-2.2	2.6	-2.9	19.1	5.7	-6.8	-1.9
C/C(NCc1ccccc1)=C(\C#N)C(=O)NCc1ccccc1	-1.4	5.9	-0.4	0.0	0.3	-0.4	-3.5	15.1	-6.0	-3.6
O=C1NCCN1Cc1ccccc1F	-1.7	7.2	7.9	x	-0.5	-0.8	x	-12.1	-5.3	2.0
Cc1cc(-c2csc(NCc3ccccc3)n2)c(C)n1C	13.6	1.2	-1.8	-4.9	4.5	8.2	x	10.8	-5.8	-1.1
Cc1onc(-c2c(F)cccc2Cl)c1C(=O)Nc1cccc(S(=O)(=O)NCc2ccco2)c1	-1.2	0.6	-1.6	-2.3	5.7	-0.3	-0.1	6.2	-10.3	-1.0
Cc1cc(C)c(NC(=O)Cn2ncc3ccccc32)c(C)c1	0.2	-4.8	-8.5	1.3	-2.7	0.5	-0.4	8.9	-15.0	-0.9
CC(C)(C)c1ccc(OCC(O)CNC(=O)c2ccccc2C(=O)O)cc1 (stereo unspecified)	-2.4	-0.1	-4.3	-2.9	15.1	0.4	x	5.2	-11.3	-6.6
CC(=O)N1CN(C2CC(C)(C)NC(C)(C)C2)Cc2c1sc1c2CCCC1	-1.6	4.7	-1.0	-0.9	-0.3	-3.5	-3.4	16.9	-5.9	4.7
COC(=O)c1ccc2c(c1)C(C)(C)C(/C=C/c1ccc(O)cc1)=[N+]2C	x	11.9	-83.3	-31.2	-4.8	11.4	x	-106.1	119.2*	-8.0
O=C(O)C/C(=C\c1cc(Cl)c2c(c1)OCO2)c1nc2ccccc2s1	-3.5	4.1	3.7	-4.9	2.6	-4.0	-6.1	-7.5	-17.7	-1.5

# Nothing new here: an excerpt of the list.
Compound	CAL PDZ FP-1	cardiac RTF act	Tat transport	CAL PDZ FP-2	Rtt109 Vps75	CDK5 inh	Wnt bcat act	MITF act	dFosB act	V-ATPase pH
CCOc1ccc(/C=N/Nc2cc(N3CCOCC3)nc(C)n2)c(O)c1	-0.6	1.2	6.1	7.7	9.3	0.5	1.8	-3.5	-9.8	1.6
O=C(CSCc1ccc(Cl)cc1Cl)Nc1c[nH]c(=O)[nH]c1=O	-2.6	1.6	4.4	-4.0	-8.0	-3.2	-0.8	1.7	-2.1	4.4

# Screening data (PubChem)
